Screens as filed in PubChem BioAssay.
NCI-60 one-dose screen, 48 h, at 10 µM unless noted. Numbers give growth in % (100 = growth as untreated, 0 = no growth, -100 = all killed).
NCI-H522 – NCI-H522 lung cancer. 78,000 compounds, 8% hits. AID 1794739
NCI-H322M – NCI-H322M lung cancer. AID 1794733. 80,000 compounds, 2.7% hits
OVCAR-4 – OVCAR-4 ovarian cancer cells; 80,000 compounds, 3.7% hits; AID 1794784
NCI-H23 – NCI-H23 lung cancer; 80,000 compounds, 4% hits; AID 1794731
NCI-H460 – NCI-H460 lung cancer; 82,000 compounds, 6.8% hits
NCI-H226 – NCI-H226 lung cancer. AID 1794732. 79,000 compounds, 3.5% hits
SK-OV-3 – SK-OV-3 ovarian cancer cells; 80,000 compounds, 3.2% hits
IGROV1 – IGROV1 ovarian cancer. 79,000 compounds, 4.7% hits. AID 1794786
NCI/ADR-RES – NCI/ADR-RES ovarian cells; 81,000 compounds, 4.4% hits
Numbers without * were called inactive; x = no result given; & = joins results of further samples; [ ] = another dose, or the depositor's remark. The calls were made as follows: active = growth percent below 10; inactive = the rest.

Sequence of screens: NCI-H522	NCI-H322M	OVCAR-4	NCI-H23	NCI-H460	NCI-H226	SK-OV-3	IGROV1	NCI/ADR-RES
C1CCCCCc2c(-c3noc4c3CCCCCCCCCC4)noc2CCCC1
 : 85	94	102	100	123	105	114	109	112
O=C(O)c1ccccc1Oc1cc(-c2ccco2)nc(OCCn2ccnc2)n1
 : 82	92	86	85	93	93	92	67	94
COc1cc([N+](=O)[O-])c(N)cc1Br
 : 95	107	x	102	112	114	101	95	101
O=C(O)c1ccc(CNc2ccc(C(=O)CCl)cc2)cc1
 : -42*	102	91	116	103	97	100	134	123
CC1CC(C)(C)CC(=O)O1 (stereo unspecified)
 : 90	88	100	100	107	96	94	101	108
c1ccc(N=NC2=NN(c3ccccc3)CS2)cc1
 : 105	100	83	90	98	84	103	78	x
CCOP1(=O)CC(C)=C(Cl)C(P(=O)(OCc2ccccc2)OCc2ccccc2)C1 (stereo unspecified)
 : 76	111	115	88	108	93	107	x	96
NC(=O)C1CC2(C1)CC(C(N)=O)C2 (stereo unspecified)
 : 108	106	107	103	104	95	106	95	100
Cc1c(O)cc(-c2cnc(Nc3ccc(Cl)cc3)s2)c(O)c1C
 : 81	89	77	81	96	88	90	75	97
Cc1ccc2c(c1)C(C)Cc1c(ncnc1-n1cnc3cc(C)ccc31)N2C (stereo unspecified)
 : -30*	63	62	34	3.5*	47	5.9*	22	5.1*
N/C(=N\N=C\c1ccc(Br)cc1)c1c(N)nc(=S)[nH]c1-c1ccc(Cl)cc1Cl
 : 101	104	109	102	110	107	103	105	114
CC1CC2NN(C(N)=S)C(=N)C2(C#N)C1(C#N)C#N (stereo unspecified)
 : 69	98	112	89	106	93	97	101	99
CCN(CC)c1ccc(/C=N\N2CCCCCC2)cc1
 : 82	112&97	85&85	92&90	107&111	101&101	93&104	94	95&99
O=C1c2c(c3c4cccnc4[nH]c3c3ccc4ccccc4c23)C(=O)N1CCN1CCNCC1
 : 82	88	105	82	33	89	101	52	81
O=C(O)CCC(=O)c1ccc(C2CCCCCC2)cc1
 : 88	97	102	98	107	x	103	101	102

Arranged by count of non-hydrogen atoms (smallest number first): three of the compounds above.
Sequence of screens: NCI-H522	NCI-H322M	OVCAR-4	NCI-H23	NCI-H460	NCI-H226	SK-OV-3	IGROV1	NCI/ADR-RES
CC1CC(C)(C)CC(=O)O1 (stereo unspecified)
 : 90	88	100	100	107	96	94	101	108
Cc1ccc2c(c1)C(C)Cc1c(ncnc1-n1cnc3cc(C)ccc31)N2C (stereo unspecified)
 : -30*	63	62	34	3.5*	47	5.9*	22	5.1*
O=C1c2c(c3c4cccnc4[nH]c3c3ccc4ccccc4c23)C(=O)N1CCN1CCNCC1
 : 82	88	105	82	33	89	101	52	81

Next part:
Sequence of screens: NCI-H522	NCI-H322M	OVCAR-4	NCI-H23	NCI-H460	NCI-H226	SK-OV-3	IGROV1	NCI/ADR-RES
Nc1nc2c(nc(N3CCSCC3)n2[C@@H]2O[C@H](CO)[C@@H](O)[C@H]2O)c(=O)[nH]1
 : 92	98	102	98	104	101	107	102	98
COc1cc(NCC(=O)Nc2cc(Nc3ccccc3F)ncn2)c(Cl)c(OC)c1Cl
 : 72	85	40	88	45	88	87	93	81
C=CN(C(=O)N1CCN(c2cc3c(cc2F)c(=O)c(C(=O)O)cn3C2CC2)CC1)c1nc(-c2ccc(C)cc2)cs1
 : 5.6*	21	23	13	9.8*	35	-6.0*	22	45
Clc1ccc(-c2nnc(COc3ccc(C4=NNC(c5cccs5)C4)cc3)o2)cc1 (stereo unspecified)
 : 106	102	92	101	106	x	116	112	103
CSCCC(N)C(=O)NNc1n[nH]c(=S)n1N (stereo unspecified)
 : 88	102	106	102	103	96	106	106	98
COC1=CC(=C2C=C(OC)C(=O)C(OC)=C2)C=C(OC)C1=O
 : 76	78	103	89	68	95	70	75	54
COc1ccc(Cc2nn(CC(=O)N/N=C/c3ccc(Cl)cc3)c(=O)c3c(C)noc23)cc1
 : 74	95	59	x	65	70	x	82	x
CCc1ccccc1NC(=O)N1CCOCC1
 : 113	104	103	105	105	100	109	122	104
COc1cc(C)c(CCC2(C)C=Cc3cc(O)ccc3O2)c(C)c1C (stereo unspecified)
 : 85	106	87	94	102	97	109	96	99
O=C1CCC(C(=O)O)C1 (stereo unspecified)
 : 85	97	107	97	106	x	91	108	102
O=C(Cn1nc(-c2ccc3ccccc3c2)ccc1=O)NCc1ccccc1F
 : 44[50 µM]	93[50 µM]	78[50 µM]	70[50 µM]	77[50 µM]	72[50 µM]	91[50 µM]	78[50 µM]	57[50 µM]
CCOC(=O)CCC(NC(=O)OCc1ccccc1)C(=O)NNC(=O)OC(C)(C)C (stereo unspecified)
 : 90	106	98	108	107	103	94	107	100
CN1C(=O)N(C)C2(c3ccccc3)N(CC(=O)Nc3ccccc3O)C(=O)NC12c1ccccc1 (stereo unspecified)
 : 86	100	99	101	106	91	100	101	100
COc1ccc(C(=O)/C=C/c2cc(OC)c(OC)c(OC)c2)cc1S(=O)(=O)NNC(=O)c1ccncc1
 : 81	95	95	98	100	108	101	106	102
COc1ccc(/C=N/NC(=O)c2nn(-c3ccc(S(N)(=O)=O)cc3)c3nc(C)cc(=O)n23)cc1
 : 93	95	97	103	102	102	100	94	101
COc1ccc2[nH]cc(/C=C/c3nc4ccccc4c(=O)n3-c3ccc(C#Cc4ccc(C(C)(C)C)cc4)cc3C)c2c1
 : 95	104	116	94	104	115	112	93	106
Cc1ccc(C(=O)NC2c3ccccc3Oc3ccccc32)cc1
 : 41	x	65	70	60	79	48	51	55
CSCc1nc2c([nH]1)c(=O)n(C)c(=O)n2C
 : 86	101	129	106	97	88	97	106	110
CN(C)C(C(N)=O)c1ccccc1 (stereo unspecified)
 : 100	99	109	104	112	97	102	101	108
CCCCCC[C@@H]1O[C@@H](c2ccccc2)[C@@H](O)[C@H]1O
 : 97	101	110	94	100	104	97	112	101
COc1cc(C)cc2oc3oc(=N)c(C(=O)c4ccccc4)cc3c(=O)c12
 : 97	98	105	108	105	103	120	94	106
CCCCC(=O)OC(C)COc1ccccc1Cl (stereo unspecified)
 : 69	105	103	95	106	81	90	110	100
COc1ccc(NC(=O)c2ccc(/C=C/C(=O)c3ncc[nH]3)cc2)cc1
 : 51	85	82	65	64	97	97	78	77
COc1cccc(-c2nn(-c3ccccc3)cc2-c2ccncc2)c1
 : 53	82	57	66	84	72	88	68	62
CCn1c(Sc2nnc(NC(=O)CCl)s2)nc2c1c(=O)n(C)c(=O)n2C
 : 89	101	105	99	108	109	x	103	105
CC(=O)N1CCN(C(=O)Cn2c(-c3ccc(Cl)cc3)csc2=N)CC1
 : 62	90	77	97	101	96	92	100	96
CCn1c(=O)n(C)c2c(=O)n(C)c(=O)n(C)c21
 : 96	105	111	99	112	x	106	122	105
C#CCN1CCC2(CC1)N(Cc1cn([C@@H]3O[C@H](CO)[C@@H](O)[C@H](O)[C@H]3O)nn1)C(=O)c1ccccc1N2CC#C
 : 98	102	120	103	105	98	87	107	108
COc1ccc(Cc2ccc(OC)c(OC)c2)cc1OC
 : 93	119	107	98	112	99	108	99	x
O=C(CN1C(=O)NC2NC(=O)NC21)Nc1ccccc1O (stereo unspecified)
 : 80	102	100	96	103	91	101	106	97
O=[N+]([O-])c1ccc(-c2cs/c(=N/N=C\c3ccc(Br)cc3)n2/N=C/c2ccc(Br)cc2)cc1
 : 63	90	113	97	104	107	95	102	105
O=C(/C=C/c1ccc(F)c(F)c1)Nc1ccc(C=C2c3ccccc3C(=O)c3ccccc32)cc1
 : 49	97	58	62	68	72	88	94	65
CCCCn1c(=O)c(/C=C/c2cc(/C=C/c3cc4ccc(Cl)cc4n(CCCC)c3=O)n(-c3ccccc3)n2)cc2ccc(Cl)cc21
 : 85	104	111	96	109	109	87	95	107
COc1cc(/C=C2\SC(=S)N(NC(=O)Cc3ccccc3Nc3c(Cl)cccc3Cl)C2=O)cc(OC)c1
 : 86	92	99	97	104	94	106	102	100
COc1ccc(-c2c3c(cc4c2ncn4C)COC3=O)cc1
 : 90	121	87	119	107	104	110	92	101
Cc1c(-c2ccc(O)cc2)n(Cc2ccc(OCCN3CCCCCC3)cc2)c2ccc(O)cc12
 : 76	92	78	77	89	90	81	86	86
Cc1nc2sc(C(=O)Nc3cccc4cccnc34)c(N)c2cc1C(C)O (stereo unspecified)
 : 94	105	115	108	108	100	105	113	113
CCCNc1ncc2c(=O)[nH][nH]c(=O)c2n1
 : 117	103	x	103	114	98	107	99	104
COc1ccc(Cc2sc3nc(=O)c4cn(C)nc4n3c2C)cc1
 : 97	106	104	104	105	113	103	108	107
Brc1ccc(-c2ccccc2)cc1
 : 95	103	93	99	100	90	100	104	102
Cc1nn(-c2ccccc2)c2nc(Cl)c(/C=C/C(=O)c3ccc(Cl)cc3)c(-c3ccccc3)c12
 : 93	104	108	99	104	97	95	110	96
COc1ccc(NC(=O)/N=c2\oc3c(C)cccc3cc2-c2cc3ccccc3[nH]2)cc1
 : 89	88	87	83	97	75	91	61	87
COc1ccc2[nH]c(=O)cc(-n3nncc3Cn3c4ccccc4c4ccccc43)c2c1
 : 94	108	73	104	107	103	x	115	110
N#CCCNN
 : 107	99	x	86	106	111	97	104	97
CCC(=C(c1ccc(OCCN(C)C)cc1)c1ccc(OCCN(C)C)cc1)c1ccc(Cl)cc1
 : -48*	5.0*	-20*	22	-65*	22	96	-77*	-26*
COc1ccc(CC(C)=C(c2ccc(OCCCN(C)C)cc2)c2ccc(OCCCN(C)C)cc2)cc1
 : 101	99	104	100	103	92	110	107	103
O=Cc1ccc(C(=O)O)cc1
 : 94	97	105	102	113	92	101	112	106
c1cnc2c(-c3nc4ccc5[nH]ncc5c4c4c3CCCC4)c[nH]c2c1
 : -23*	21	28	22	7.5*	43	52	18	81
CSc1nn2c(-c3sc4nc5ccccc5n4c3C)ccnc2c1C#N
 : 89	101	100	99	102	95	111	103	101
CCCC(CC)Sc1nc2c([nH]1)c(=S)n(C)c(=O)n2C (stereo unspecified)
 : 83	90	89	86	55	93	107	78	62
CCCCC(CC)COC(=O)/C=C/c1cccc2c1C(=O)NC(C)(c1cc3cc(OC)ccc3oc1=O)N2 (stereo unspecified)
 : 45	79	69	x	76	62	71	64	57
CC(=O)C1CCC2C3CC=C4CC(=O)CC5OC(CC12C)C3C45C (stereo unspecified)
 : 73	103	86	104	100	94	102	106	109
NC(=O)c1c(Nc2ccc(Cl)cc2)nn2cc(-c3nc4ccccc4s3)c(N)nc12
 : 105	105	104	103	110	86	97	98	106
CC(C(=O)c1ccccc1)[n+]1ccccc1 (stereo unspecified)
 : 88	113	94	99	110	94	103	105	98

Single records, from the list above:
CCCCC(CC)COC(=O)/C=C/c1cccc2c1C(=O)NC(C)(c1cc3cc(OC)ccc3oc1=O)N2 (stereo unspecified) is entered as NCI-H522: 45; NCI-H322M: 79; OVCAR-4: 69; NCI-H23: x; NCI-H460: 76; NCI-H226: 62; SK-OV-3: 71; IGROV1: 64; NCI/ADR-RES: 57
O=Cc1ccc(C(=O)O)cc1 is entered as NCI-H522: 94; NCI-H322M: 97; OVCAR-4: 105; NCI-H23: 102; NCI-H460: 113; NCI-H226: 92; SK-OV-3: 101; IGROV1: 112; NCI/ADR-RES: 106
COc1ccc(CC(C)=C(c2ccc(OCCCN(C)C)cc2)c2ccc(OCCCN(C)C)cc2)cc1 is entered as NCI-H522: 101; NCI-H322M: 99; OVCAR-4: 104; NCI-H23: 100; NCI-H460: 103; NCI-H226: 92; SK-OV-3: 110; IGROV1: 107; NCI/ADR-RES: 103
